Hsp70 activator – switches on Hsp70 transcription; HeLa Hsp70 promoter luciferase reporter, luminescence; scaled: vehicle 0, proteasome-inhibitor control 100%; 200,000 tested, 0.04% active; activation, % at 10 µM;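 active means activation above the mean across all tested compounds plus 3 SD, cutoff set per campaign, cut at about 5.5% in these data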;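 further: 100% = MG132 at 30 µM as the positive control and 0% = DMSO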
Diaphorase inh – diaphorase inhibition or chemical oxidation counter-screen. diaphorase resazurin-to-resorufin fluorescence, NADH, 16 min; bacterial (C. kluyveri) enzyme, not human. inhibition, % at 20 µM. 190,000 tested, 0.69% active. AID 1217;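 active means primary screen inhibition at 20 µM above a set limit, cut at about 50% in these data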;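 further: plate controls were DMSO with full reaction for no effect and wells lacking NADH for full effect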
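System: Bacterial diaphorase enzyme (C. kluyveri) | Incubation: 16-min room-temperature incubation before reading | Benchmarks: No-NADH positive control and DMSO neutral control | Measured by: Resorufin fluorescence 544/590 nm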
STAT3 activator – STAT3 signaling activation. AID 871. activation (% of control), % at 5.6 µM. 190,000 tested, 0.91% active. U3A cells, IL-6 STAT3-luciferase reporter, luminescence; 100% = signal with IL-6 EC80 alone;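 active means activation above the screen-wide mean of compound activation plus 3 SD, cut at about 130% in these data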;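 further: 0% = background luminescence of wells with medium and substrate only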
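Detection: reporter luminescence signal / Assay system: STAT1-lacking human U3A cells, STAT3 luciferase reporter / Incubation: compound pre-incubation 1 h before IL-6, then 6 h stimulation at 37 °C / Control set: IL-6-only high control / Read-out: % activation relative to IL-6 control / Probe or stimulus: Interleukin-6, 33 ng/mL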
G6PDH counter – L. mesenteroides G6PDH inhibition counter-screen | inhibition, % at 5 µM | AID 1020 | Purified L. mesenteroides G6PDH, diaphorase/resazurin coupled fluorescence, 45 min | 200,000 tested, 0.12% active; in the data active means inhibition above about 50%
STAT1 inh – reduces IFN-gamma driven STAT1 reporter signal; inhibition, % at 5.5 µM; AID 920; 200,000 tested, 0.35% active; NIH 3T3 STAT1-luciferase reporter, luminescence;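 active means inhibition above a set limit, the mean inhibition across all tested compounds plus 3 SD, cut at about 34% in these data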;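 further: 0% = IFN-gamma with DMSO and 100% = IFN-gamma with 300 µM nifuroxazide; values of inactives mirror those of a sister screen read the other way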
APP transl inh – APP translation inhibition | SH-SY5Y APP 5'UTR-luciferase reporter, luminescence | inhibition, % at 2 µM | 190,000 tested, 0.82% active;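 active means inhibition above a set limit, derived from the sample mean plus 3 SD, cut at about 45% in these data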; further: values of inactives mirror those of a sister screen read the other way
STAT3 blocker – inhibitors of IL-6 induced STAT3 signaling. U3A cells, IL-6 STAT3-luciferase reporter, luminescence; host cell line lacks STAT1. inhibition, % at 5.5 µM. 190,000 tested, 0.89% active;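 active means inhibition above the mean inhibition across all screened compounds plus 3 SD, cut at about 44% in these data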;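 further: 0% = DMSO only wells and 100% = 100 µM nifuroxazide control wells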
TLR4 MyD88 comp – inhibitors of human TLR4-MyD88 binding | O00206+Q99836 | HeLa CL3-4 TLR4/MyD88 BLA complementation, FRET ratio | inhibition, % at 8.4 µM | 200,000 tested, 0.18% active; in the data active means inhibition above about 25%;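 further: 0% = vehicle and 100% = reference inhibitor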
Target sequence (O00206 whole entry, looked up): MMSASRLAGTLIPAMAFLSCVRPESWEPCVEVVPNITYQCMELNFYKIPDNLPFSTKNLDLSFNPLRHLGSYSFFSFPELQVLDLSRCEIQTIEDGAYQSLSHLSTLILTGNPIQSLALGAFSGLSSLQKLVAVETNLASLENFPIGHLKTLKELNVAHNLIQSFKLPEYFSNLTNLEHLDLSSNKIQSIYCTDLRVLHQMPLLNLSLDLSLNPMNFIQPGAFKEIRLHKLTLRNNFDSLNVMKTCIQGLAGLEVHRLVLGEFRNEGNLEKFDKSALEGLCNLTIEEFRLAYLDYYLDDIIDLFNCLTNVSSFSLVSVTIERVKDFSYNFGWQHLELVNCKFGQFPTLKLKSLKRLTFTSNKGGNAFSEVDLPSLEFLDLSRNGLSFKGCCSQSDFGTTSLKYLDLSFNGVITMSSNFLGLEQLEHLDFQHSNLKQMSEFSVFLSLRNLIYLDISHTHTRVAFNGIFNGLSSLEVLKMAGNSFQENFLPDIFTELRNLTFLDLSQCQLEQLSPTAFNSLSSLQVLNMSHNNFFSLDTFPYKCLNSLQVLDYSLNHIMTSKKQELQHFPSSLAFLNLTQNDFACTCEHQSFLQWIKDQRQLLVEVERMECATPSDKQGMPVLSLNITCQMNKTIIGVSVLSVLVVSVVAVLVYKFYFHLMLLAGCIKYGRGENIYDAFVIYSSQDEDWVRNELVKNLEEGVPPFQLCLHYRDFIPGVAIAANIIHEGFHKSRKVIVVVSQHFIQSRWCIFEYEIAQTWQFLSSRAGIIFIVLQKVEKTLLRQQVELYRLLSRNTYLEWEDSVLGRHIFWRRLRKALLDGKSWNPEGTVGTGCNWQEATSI
Target sequence (Q99836 whole entry, looked up): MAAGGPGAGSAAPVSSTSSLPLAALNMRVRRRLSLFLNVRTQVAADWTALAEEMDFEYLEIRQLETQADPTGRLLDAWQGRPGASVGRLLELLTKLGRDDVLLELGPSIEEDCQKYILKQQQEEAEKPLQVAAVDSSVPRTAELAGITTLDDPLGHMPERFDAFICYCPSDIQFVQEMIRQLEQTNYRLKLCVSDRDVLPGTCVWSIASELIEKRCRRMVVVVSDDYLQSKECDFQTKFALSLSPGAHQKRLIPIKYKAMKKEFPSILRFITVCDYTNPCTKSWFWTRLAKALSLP
Diaphorase act – counter-screen for diaphorase-based assays: diaphorase activators and chemical reducers; 190,000 tested, 0.005% active; activation factor at 20 µM; Diaphorase/resazurin coupled assay, resorufin fluorescence, 16 min; hits give high values; 1 = vehicle wells, 0 = NADH-free wells;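 active means diaphorase activity raised at least twofold by the compound at 20 µM; inactive means activation factor below 2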
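Material: purified diaphorase enzyme from Clostridium kluyveri; Also added: 0.114 mM NADH and 0.1 mM resazurin, final amounts; Doses: single compound dose of 20 µM, 1% DMSO final; Times: 16 min enzyme reaction, ambient temperature; Detection: resorufin fluorescence, excitation 544 nm, emission 590 nm; Measure: increased resorufin signal from activators or reducing compounds.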
STAT1 activator – activators of IFN-gamma induced STAT1 signaling; 200,000 tested, 2.6% active; AID 932; activation (% of control), % at 5.5 µM; NIH 3T3 STAT1-luciferase reporter, luminescence; 100% = IFN-gamma alone, no compound;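 active means activation above the screen-wide mean activation plus 3 SD, cut at about 130% in these data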;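 further: raw ratio to IFN-gamma control signal so 100% means no change and 0% no light; values of inactives mirror those of a sister screen read the other way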
Active calls of the source: *; . = not tested or not shown.

| mol | Hsp70 activator | Diaphorase inh | STAT3 activator | G6PDH counter | STAT1 inh | APP transl inh | STAT3 blocker | TLR4 MyD88 comp | Diaphorase act | STAT1 activator |
| --- | --- | --- | --- | --- | --- | --- | --- | --- | --- | --- |
| COc1ccc(C(=O)CSc2nccc(=O)[nH]2)cc1 | -0.5 | -6 | 100 | 32 | -1 | 16 | 1 | 2 | 1.1 | 101 |
| CCOC(=O)C1CCN(Cc2ccc(O)c(OC)c2)CC1 | 0.1 | -5 | 92 | 2 | -7 | -20 | 14 | -14 | 1 | 106 |
| Cn1cccc1C(=O)OCc1csc(-c2ccccc2)n1 | 0.2 | -2 | 75 | 3 | -37 | -150 | 33 | 0 | 1 | 134* |
| CC1CN(C(=S)c2cccc([N+](=O)[O-])c2)CC(C)O1 (configuration not stated) | -0.3 | 5 | 102 | 6 | -3 | 4 | 0 | -5 | 0.9 | 101 |
| CCOC(=O)c1nnn(CC(=O)N2N=C(c3cc(C)ccc3C)CC2c2ccc(OC)cc2)c1C(=O)OCC (configuration not stated) | -0.2 | 26 | 104 | 1 | 1 | -7 | -2 | 0 | 0.7 | 99 |
| Cc1ccc(C(=O)N2CCN(c3ccc(NC(=O)COc4ccccc4C)cc3)CC2)cc1 | -0.2 | -9 | 79 | 2 | -1 | -7 | 31 | -5 | 1.1 | 99 |
| COc1ccc(N2CC(C(=O)NC3CC(C)(C)NC(C)(C)C3)CC2=O)cc1 (configuration not stated) | 0.0 | 9 | 98 | -6 | -8 | . | 11 | 1 | 0.9 | 107 |
| CC(C)(C)c1ccc(OCc2ccc(C(=O)N/N=C3\CC4CC=CC34)cc2)cc1 (configuration not stated) | -0.5 | 11 | 109 | -16 | -18 | -18 | -7 | 7 | 0.9 | 117 |
| NC(=O)CNc1ncc(C(F)(F)F)cc1Cl | 0.1 | 13 | 104 | 10 | 1 | 11 | 4 | 5 | 0.9 | 99 |
| COc1cccc(/C=N/NC(=O)CSc2nnc(C)n2-c2ccccc2)c1O | 0.3 | 15 | 101 | -11 | 0 | -9 | 6 | 1 | 0.9 | 100 |
| CCN(CC)Cc1c(-c2ccccc2)[nH]c2ccc(C)cc2c1=O | 0.2 | -4 | 101 | 12 | -1 | -14 | 2 | 0 | 1 | 101 |
| Cc1sc2nc3n(c(=O)c2c1C)CCCCC3 | 0.1 | -3 | 106 | 5 | -10 | 3 | -4 | 2 | 1 | 109 |
| Cc1ccc(C(C)C)c(OCCNC(=O)c2cncc(Br)c2)c1 | -0.2 | 25 | 95 | 6 | 3 | -15 | 11 | 11 | 0.8 | 97 |
| Cc1cc(C(=O)OCC(=O)NCc2cccs2)c2ccccc2n1 | 0.1 | 10 | 103 | 11 | 1 | -9 | -1 | -14 | 0.9 | 98 |
| CC(OC(=O)CCc1nc2ccccc2c(=O)[nH]1)C(=O)c1ccc(C(C)(C)C)cc1 (configuration not stated) | -0.3 | 11 | 98 | 10 | -9 | -20 | 3 | 9 | 0.9 | 108 |
| CC1(C)CC(=O)C2=C(C1)OC(N)=C(C#N)C2c1ccccc1OC(=O)N1CCOCC1 (configuration not stated) | -0.2 | 12 | 106 | -2 | -1 | -8 | 0 | 2 | 0.9 | 102 |
| CC(O)CNc1ccc([N+](=O)[O-])cc1S(=O)(=O)N1CCOCC1 (configuration not stated) | -0.2 | 11 | 108 | 2 | -2 | 2 | -1 | -11 | 0.9 | 102 |
| CC(=O)Nc1cccc(NC(=O)c2ccc(C)c([N+](=O)[O-])c2)c1 | -0.1 | 9 | 97 | 4 | -3 | 3 | 6 | 0 | 0.9 | 101 |
| Cc1ccc(S(=O)(=O)N2N=C3CCCCC3C2(O)C(F)(F)F)cc1 (configuration not stated) | 0.2 | 2 | 96 | 12 | 2 | 23 | 10 | -23 | 1 | 99 |
| O=C1CC(c2ccccc2)c2c(O)cc(O)cc2O1 (configuration not stated) | 0.1 | 10 | 104 | 2 | -1 | 3 | 3 | 11 | 0.9 | 101 |
| N/C(Cc1ccc([N+](=O)[O-])cc1)=N\OC(=O)COc1ccccc1Cl | 0.1 | 15 | 97 | 2 | 6 | 3 | 6 | -19 | 0.9 | 95 |
| O=S(=O)(NCC1CCCO1)c1cnc(Cl)c(Br)c1 (configuration not stated) | -0.2 | 6 | 106 | 6 | 1 | 9 | -9 | 22 | 0.9 | 99 |
| Clc1nc2ccccc2cc1-c1nnn(-c2ccccc2)n1 | 0.1 | -2 | . | 3 | -34 | -112 | . | 2 | 1 | 133* |
| CC(Oc1ccccc1)C(=O)Nc1nnc(C2CCCCC2)s1 (configuration not stated) | 0.9 | 6 | 108 | 9 | -28 | -55 | -4 | -7 | 0.9 | 124 |

Entries listed so far with fluorine:
| mol | Hsp70 activator | Diaphorase inh | STAT3 activator | G6PDH counter | STAT1 inh | APP transl inh | STAT3 blocker | TLR4 MyD88 comp | Diaphorase act | STAT1 activator |
| --- | --- | --- | --- | --- | --- | --- | --- | --- | --- | --- |
| NC(=O)CNc1ncc(C(F)(F)F)cc1Cl | 0.1 | 13 | 104 | 10 | 1 | 11 | 4 | 5 | 0.9 | 99 |
| Cc1ccc(S(=O)(=O)N2N=C3CCCCC3C2(O)C(F)(F)F)cc1 (configuration not stated) | 0.2 | 2 | 96 | 12 | 2 | 23 | 10 | -23 | 1 | 99 |

(list continues)
| mol | Hsp70 activator | Diaphorase inh | STAT3 activator | G6PDH counter | STAT1 inh | APP transl inh | STAT3 blocker | TLR4 MyD88 comp | Diaphorase act | STAT1 activator |
| --- | --- | --- | --- | --- | --- | --- | --- | --- | --- | --- |
| NCC(c1ccccc1)(c1ccccc1)c1ccccc1 | -0.5 | 4 | 108 | 5 | -3 | -17 | -12 | 7 | 1 | 103 |
| COc1ccc(CCN2C(=O)CN=C2Nc2ccc(F)cc2)cc1OC | -0.1 | 7 | 95 | -3 | -3 | -13 | 10 | -1 | 0.9 | 102 |
| Cc1cc(C)nc(-n2nc(C)c(C3(O)C(=O)Nc4ccc(F)cc43)c2N)n1 (configuration not stated) | 0.2 | 15 | 103 | 4 | 4 | 2 | 2 | 22 | 0.8 | 97 |
| O=C(NNC(=O)c1cc(OCC(F)(F)F)ccc1OCC(F)(F)F)c1cccc(C(F)(F)F)c1 | 0.4 | 26 | 106 | -18 | -10 | . | -2 | 8 | 0.7 | 109 |
| COc1ccc(Br)cc1C1SCCN1S(C)(=O)=O (configuration not stated) | -0.4 | 4 | 95 | 6 | -1 | -5 | 13 | -4 | 1 | 101 |
| CCOC(=O)CSCC(=O)Nc1c(C(=O)C2CC2)oc2ccccc12 | -0.4 | 15 | 102 | 0 | 0 | 10 | -3 | -2 | 0.8 | 100 |
| Cc1cccc(NCC(=O)N/N=C/c2ccc(Br)cc2)c1 | 0.0 | 18 | 111 | 17 | -8 | 19 | -11 | -2 | 0.8 | 106 |
| O=C(CSC1=NC(=O)C(c2ccccc2)C(=O)N1)Nc1cccc(Cl)c1 (configuration not stated) | -0.5 | 8 | 104 | 14 | 4 | -10 | 2 | 1 | 0.9 | 96 |
| O=C1C(C2=C(O)c3ccccc3C2=O)=Nc2ccccc21 | -0.3 | 10 | 132 | 56* | 6 | -31 | -33 | 0 | 0.9 | 94 |
| C[C@H](NC(=O)Cn1cncn1)c1ccccc1 | -0.1 | 9 | 104 | 12 | 4 | 2 | -3 | -2 | 0.9 | 96 |
| O=C1C(=O)N(c2ccccc2)C(c2ccccc2[N+](=O)[O-])/C1=C(\O)c1ccccc1 (configuration not stated) | -0.2 | 51* | 109 | 13 | -14 | -4 | -6 | -9 | 0.5 | 111 |
| OCCNCCCCCOc1ccc(F)cc1 | -0.2 | 9 | 109 | 4 | 2 | -14 | -8 | -7 | 0.9 | 98 |
| Cc1ccc(Cc2cnc(NC(=O)c3ccco3)s2)cc1 | 0.0 | 13 | 76 | 1 | -18 | -128 | 32 | 1 | 0.9 | 117 |
| CCOc1ccc(/C=C2/Sc3ccc(C(=O)N4CCN(C(=O)c5ccco5)CC4)cc3N(C)C2=O)cc1OC | -0.4 | 11 | 91 | -9 | 17 | -25 | 15 | -1 | 0.9 | 84 |
| OCCC1CN(Cc2cnc(N3CCCC3)s2)CCN1C1CCCC1 (configuration not stated) | -0.2 | 16 | 97 | 16 | 0 | -18 | 8 | -5 | 0.8 | 99 |
| S=C(NCCc1ccccc1)Nc1cccc2cnccc12 | -0.4 | 22 | 44 | 5 | 26 | -6 | 68* | -8 | 0.8 | 76 |
| O=C(Nc1cccc(-c2cn3cccnc3n2)c1)c1cccs1 | 0.3 | 12 | 85 | -20 | -3 | -15 | 13 | 4 | 0.9 | 103 |
| CCCC(c1nnnn1CCOC)N1CCN(Cc2ccccc2)CC1 (configuration not stated) | 0.1 | 13 | 88 | 2 | 3 | -10 | 18 | -2 | 0.9 | 98 |
| COc1ccc(OC)c(NC(=O)CSc2nnc(Cc3cccn3C)n2CCc2ccccc2)c1 | -0.1 | 22 | 101 | 5 | 1 | -2 | 5 | -4 | 0.8 | 99 |
| O=C(O)/C=C/C(=O)NCCCc1ccccc1 | 2.2 | -11 | 106 | 8 | -8 | -15 | -2 | 14 | 1.1 | 106 |
| O=C(COC(=O)/C=C/c1cccc(C(F)(F)F)c1)NC(c1ccccc1)c1ccccc1 | 0.0 | -1 | 98 | 9 | -3 | 27 | 1 | -11 | 1 | 103 |
| Cc1ccc(C)c(-n2c(SCC(=O)N3CCC(C(=O)O)CC3)nnc2-c2cccc(Cl)c2)c1 | -0.3 | 4 | 96 | 1 | 4 | -40 | 6 | -3 | 1 | 95 |
| COC(=O)c1ccc(C)c(NC(=O)CN2C(=O)c3ccccc3S2(=O)=O)c1 | -0.2 | 19 | 105 | 1 | 4 | 5 | -3 | -7 | 0.8 | 97 |
| CCOC(=O)C1CCCN(C(=S)Nc2ccc(F)cc2)C1 (configuration not stated) | 0.0 | 2 | 102 | -5 | 5 | -11 | 2 | -4 | 1 | 94 |
| Cc1cc(C)c(S(=O)(=O)/N=C2\C=CC(=O)C(Cl)=C2)c(C)c1 | -0.5 | 3 | 109 | 5 | 2 | 15 | -11 | -5 | 1 | 100 |
| COc1ccccc1OCC(=O)NCCSCc1ccc(Cl)cc1 | -0.5 | 5 | 99 | 0 | -5 | -5 | 2 | 1 | 0.9 | 104 |
| Cc1c(N2C(=O)/C(=C/c3cccc4ccccc34)SC2=S)c(=O)n(-c2ccccc2)n1C | -0.2 | . | 100 | . | 3 | -3 | 10 | -13 | . | 97 |
| O=c1[nH][nH]c(C(F)(F)F)c1/C=N/N1CCOCC1 | 0.0 | 15 | 105 | 4 | -9 | 4 | 1 | -2 | 0.8 | 107 |
| Cc1ccc(NC(=O)c2cc(N3C(=O)CCC3=O)ccc2N2CCOCC2)cc1 | -0.1 | 20 | 107 | 11 | 6 | -18 | -4 | -4 | 0.8 | 92 |
| COC(=O)c1c(NC(NC(=O)C(C)(C)C)C(Cl)(Cl)Cl)sc2c1CCC2 (configuration not stated) | 0.0 | 5 | 105 | 4 | 9 | 19 | -1 | -3 | 1 | 92 |

Compound activity (PubChem)
